Assay outcomes deposited in PubChem BioAssay by The Scripps Research Institute Molecular Screening Center.
MITF primary: blocks human microphthalmia-associated transcription factor; O75030; AlphaScreen MITF homodimerization, bead proximity signal; inhibition, % at 2.6 µM; 650,000 tested, 0.91% active; in the data active means inhibition above about 50%;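 further: 0% = vehicle wells with protein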
GPR151 ag: activators of human GPR151; Q8TDV0; PathHunter beta-arrestin GPR151 cells, luminescence; activation, % at 11.2 µM; 650,000 tested, 1% active; in the data active means activation above about 4.9%;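 further: 0% = median of compound wells and 100% = cells with positive control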
TEAD-YAP inh: TEAD-YAP interaction inhibition; HEK-TIYL cells, TEAD-Gal4/YAP UAS-luciferase luminescence; inhibition, % at 9.12 µM; 640,000 tested, 1.4% active; AID 1259422; in the data active means inhibition above about 32%;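 further: 0% = median of test compound wells and 100% = reference inhibitor wells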
FBW7 activator: activators of human E3 ligase FBW7; Q969H0; AlphaScreen FBW7–phospho-cyclin E peptide binding, activator screen; normalized activity (activation), % at 26.1 µM; 650,000 tested, 0.13% active; AID 1259310; in the data active means normalized activity above about 1.9%;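 further: purified mutant Fbw7 with reduced substrate affinity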
Target sequence (Q969H0 whole entry, looked up): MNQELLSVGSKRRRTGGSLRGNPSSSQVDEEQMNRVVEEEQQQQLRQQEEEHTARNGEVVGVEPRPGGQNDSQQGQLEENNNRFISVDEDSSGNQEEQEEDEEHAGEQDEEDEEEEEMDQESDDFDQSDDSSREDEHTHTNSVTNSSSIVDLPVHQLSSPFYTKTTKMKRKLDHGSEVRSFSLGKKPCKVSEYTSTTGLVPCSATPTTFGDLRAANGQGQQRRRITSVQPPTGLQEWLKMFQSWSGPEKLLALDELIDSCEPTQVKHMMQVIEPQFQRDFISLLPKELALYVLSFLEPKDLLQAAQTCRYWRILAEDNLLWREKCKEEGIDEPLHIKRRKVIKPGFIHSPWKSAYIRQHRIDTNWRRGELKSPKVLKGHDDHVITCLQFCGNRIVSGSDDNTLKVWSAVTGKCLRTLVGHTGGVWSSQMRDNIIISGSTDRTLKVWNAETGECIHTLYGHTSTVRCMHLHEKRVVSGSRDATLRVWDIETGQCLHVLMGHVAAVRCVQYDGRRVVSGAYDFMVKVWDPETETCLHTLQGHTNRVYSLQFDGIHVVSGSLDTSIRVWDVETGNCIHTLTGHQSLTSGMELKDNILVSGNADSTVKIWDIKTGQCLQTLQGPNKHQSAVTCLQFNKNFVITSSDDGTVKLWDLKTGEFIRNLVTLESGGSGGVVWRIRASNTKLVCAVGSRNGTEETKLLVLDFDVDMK
Numbers without * were called inactive.

Screens in order: MITF primary, GPR151 ag, TEAD-YAP inh, FBW7 activator
COc1ccc(NC(=O)c2cnc(N3CCN(c4ccccn4)CC3)c3ccccc23)cc1OC
    2.0, 2.0, 84.2*, -0.2
COc1ccc(N2CCN(C(=O)c3cccnc3)CC2)c([N+](=O)[O-])c1
    45.8, -0.4, 5.1, 0.5
CCOC(=O)c1ccc(NC(=S)N2CCc3ccccc3C2)cc1
    22.3, -0.6, -16.0, 0.9
COc1ccc(OC)c(-n2c(O)c(/C=C3\C=CC=N3)c(=O)[nH]c2=O)c1
    -0.2, 3.6, -10.0, -0.1
Nc1ncc(Br)cc1S(=O)(=O)NCCC(=O)NC1CCCCCCC1
    10.9, -1.1, 3.3, 0.0
CC(O)c1nc2ccccc2n1Cc1nnc(-c2ccc(Cl)cc2)o1 (stereo unspecified)
    -6.0, 1.2, -12.4, 0.0
CCOC(=O)c1nn(CCO)c2c1CN(Cc1cc(F)cc(F)c1)CC2
    8.6, -2.2, 8.5, 0.5
Cc1ccc(C(=O)N/N=C/c2cc([N+](=O)[O-])cc(Br)c2O)cc1
    -1.4, -0.3, 6.4, -0.2
COc1ccccc1NC(=O)CN1CCC(c2nnc(-c3ccco3)o2)CC1
    -15.9, 2.3, 7.5, 0.2
CC(=O)N1CCC(N(CCCOC(C)C)C(=S)Nc2ccc(C)c(C)c2)CC1
    -1.3, -0.1, -0.9, 0.0
CCOC(=O)c1c(NC(=O)COc2ccc(Cl)cc2)sc2c1CCC(CC)C2 (stereo unspecified)
    -14.5, 0.7, -2.4, -0.1
COc1ccc(OC)c(NC(=O)c2c(NCc3ccncc3)sc3c2CCC(C)C3)c1 (stereo unspecified)
    -5.3, 3.2, 6.2, 0.0
CCOC(=O)c1ccc(NC(=O)CCN2C(=O)c3cccc([N+](=O)[O-])c3C2=O)cc1
    -5.1, -0.8, 2.9, 0.7
Cc1cccc(N2CCN(S(=O)(=O)c3ccc(F)c(C(=O)Nc4cccc(Cl)c4Cl)c3)CC2)c1C
    24.4, -6.5, 4.0, 0.1
COc1ccc(/C(C)=N/NC(=S)NCCc2ccccc2)c(O)c1
    87.3*, -0.7, 2.4, 0.3
Cc1cccc(C2CC(c3ccc(Cl)cc3)Nc3ncnn32)c1 (stereo unspecified)
    -1.8, -0.1, 7.2, -0.1
COCCNC(=O)COC(=O)c1cc2occc2n1C
    14.0, -1.3, -5.2, 0.1
CCc1nc2sc(C(=O)Nc3cccc(C(F)(F)F)c3)c(N)c2cc1C
    -9.9, 0.1, -19.6, 0.1
Cc1ccc2c(c1)-c1c(cnn1CC(=O)N1CC=C(c3ccccc3)CC1)CO2
    -0.2, 0.0, 5.2, -0.1
CN1CCN(C(=O)CN(Cc2ccc(Cl)cc2)S(C)(=O)=O)CC1
    6.6, -0.4, -2.4, -0.1
COC(=O)c1ccc(NC(=O)CCc2c(C)nc3cc(-c4cccc(F)c4)nn3c2C)cc1
    -17.8, -0.4, 2.1, -0.2
COc1cc(OC)cc(C(=O)NC2CCC(NC(=O)c3cc(OC)cc(OC)c3)CC2)c1 (stereo unspecified)
    -0.7, 3.4, 5.4, -0.1
Cc1ccccc1C(=O)N(CC(=O)Nc1sc(C)c(C)c1C(N)=O)Cc1cccs1
    -10.4, 0.3, 10.6, 0.0
CCOC(=O)c1ccc(CN2C(=O)CCC2CCNCc2cc3c(cc2Cl)OCO3)o1 (stereo unspecified)
    -3.6, -0.5, -6.0, 0.1
Cn1ccnc1C1(O)CCN(C(=O)C2(c3ccccc3)CC2)CC1
    1.0, -0.2, 1.0, 0.5
Cc1ccc(-c2cnc3c(Nc4ccc(O)cc4)nccn23)cc1
    14.2, -0.2, 8.7, 0.1
O=C(NC(Cc1ccc(O)cc1)C(=O)O)c1ccco1 (stereo unspecified)
    12.1, -0.6, 5.5, 0.3
O=C(CSc1nnc2ccc3ccccc3n12)NCC1CCCO1 (stereo unspecified)
    -11.1, 0.3, -8.2, 0.2
COc1cc(OC)nc(Oc2cccnc2C(=O)NCC(=O)O)n1
    2.7, -0.1, -0.5, -0.2
CC(C)(C)c1ccc(OCC(O)CN2CCN(c3ccc(F)cc3)CC2)cc1 (stereo unspecified)
    18.0, -0.9, 4.8, 0.3
Cc1cccc(C(=O)N2CCN3C(=O)[C@@H]([C@H](C)O)NC(=O)[C@H]3C2)c1
    3.5, 0.9, 0.5, 0.0
COCCCn1c(=N)c(C(=O)NCc2cccnc2)cc2c(=O)n3cc(C)ccc3nc21
    -1.0, 0.1, 3.8, -0.1
CCOC(=O)C1(CCCc2ccccc2)CCN(C(=O)CCC2NC(=O)NC2=O)CC1 (stereo unspecified)
    -15.9, 0.7, -10.7, 0.0
Cn1nc(-c2ccccc2)cc1C(=O)NCc1cccnc1
    0.1, 1.6, -0.7, -0.1
Cc1cnc(N2CCCC2CO)nc1Nc1ccc(N2CCOCC2)cc1 (stereo unspecified)
    10.8, -0.7, -3.2, 0.1
CCCCc1ccc(-c2nc(Nc3ccccc3Cl)c3ccccc3n2)cc1
    -7.3, 0.0, -1.4, 0.0
Cc1ccccc1NCC(=O)N/N=C\c1cc2c(cc1[N+](=O)[O-])OCO2
    6.4, 0.3, 0.5, -0.1
COc1ccc(NC(=O)/C(C#N)=C\c2ccc(C(=O)O)cc2)cc1
    -4.8, -0.4, -8.3, 0.0
N#C/C(C(=O)CCl)=C(/c1ccc(F)cc1)N1CCCCC1
    0.5, 0.2, 7.0, 0.2
O=C(CCCCCn1c(=S)[nH]c2cc3c(cc2c1=O)OCO3)N1CCN(c2cccc(Cl)c2)CC1
    -0.2, 1.3, -11.4, 0.0
CC1(C)CC(=O)C(C=Nc2ccc3c(c2)CCC3)=C(O)C1
    7.0, -1.4, -41.4, 0.2
C=CCSc1nnc(NC(=O)COc2ccccc2F)s1
    10.2, 1.4, 6.0, 0.4
CC(NC(=O)c1cccc(I)c1)c1ccc2c(c1)OCCO2 (stereo unspecified)
    9.1, 0.5, 3.7, -0.2
CCOc1ccc(C2C3=C(CC(C)(C)CC3=O)Nc3c2c(=O)n(C)c(=O)n3C)cc1OC (stereo unspecified)
    3.5, 0.7, 0.5, 0.0
CCOc1ccc(NC(=O)C2=C(C)NC(=O)NC2c2cccc(Cl)c2)cc1 (stereo unspecified)
    13.1, -0.9, -2.7, 0.1
COc1ccc(C(=O)N2CCN(c3ccc([N+](=O)[O-])cc3)CC2)cc1
    0.1, 0.6, 21.4, -0.1
CC1=C(C(=O)OCc2ccc(C)cc2)C(c2cccc(Br)c2)NC(=O)N1 (stereo unspecified)
    4.2, 0.5, -0.1, 0.3
C(=Nc1cnc2ccccc2c1)c1c2n(c3ccccc13)CCCN2
    10.1, -1.3, -6.1, 0.5
Cc1ccc(N(CC(=O)NCCOCc2ccccc2)S(=O)(=O)c2ccccc2)cc1C
    -0.3, 2.1, 2.6, 0.1
Cc1ccnc(SCC(=O)c2ccccc2F)n1
    -7.8, -1.8, -19.3, -0.3
CCOc1ccc(NC(=O)COc2ccc(C(=O)NCc3ccccc3)cc2)cc1
    1.3, -0.4, -10.6, 0.0
O=C(CN1C(=O)COc2cc(S(=O)(=O)N3CCOCC3)ccc21)Nc1cccc(F)c1
    11.9, -1.2, 15.7, 0.3
CC(C)(C)NC(=O)NC(=O)COC(=O)c1ccc(Cl)c(S(N)(=O)=O)c1
    -1.6, 0.3, -4.0, 0.1
Clc1ccc(NC2=Nc3ccccc3CS2)cc1
    5.0, -0.7, -47.3, -0.1
CCC(Sc1nc2cc(OC)c(OC)cc2c(=O)n1CCc1ccc(S(N)(=O)=O)cc1)C(=O)Nc1cc(Cl)ccc1OC (stereo unspecified)
    4.8, 0.4, -11.8, -0.2
N#C/C(=C\C=C\c1ccccc1[N+](=O)[O-])C(=O)Nc1ccccc1Cl
    -0.9, 1.9, -3.0, 0.0
Cc1ccc(-c2nc3ccccc3[nH]2)s1
    19.4, -7.8, -41.1, 0.0
COc1ccc(OCc2nc(-c3ccc(Br)cc3)no2)cc1
    -9.3, 0.6, 7.1, 0.0
C=CCc1ccccc1OCC(O)Cn1c2ccccc2c2ccccc21 (stereo unspecified)
    -9.6, 1.1, -10.5, 0.1
Cc1cc(NS(=O)(=O)c2ccc3c(c2)CCCC3)ccc1N1CCCC1=O
    -4.5, 4.5, 19.3, 0.0

Compound profiles, from the list above. Order of screens: MITF primary | GPR151 ag | TEAD-YAP inh | FBW7 activator
CCOC(=O)C1(CCCc2ccccc2)CCN(C(=O)CCC2NC(=O)NC2=O)CC1 (stereo unspecified) in the list: -15.9 | 0.7 | -10.7 | 0.0
CCOc1ccc(NC(=O)COc2ccc(C(=O)NCc3ccccc3)cc2)cc1 in the list: 1.3 | -0.4 | -10.6 | 0.0
CC(C)(C)NC(=O)NC(=O)COC(=O)c1ccc(Cl)c(S(N)(=O)=O)c1 in the list: -1.6 | 0.3 | -4.0 | 0.1
COc1ccc(NC(=O)/C(C#N)=C\c2ccc(C(=O)O)cc2)cc1 in the list: -4.8 | -0.4 | -8.3 | 0.0
Cc1ccnc(SCC(=O)c2ccccc2F)n1 in the list: -7.8 | -1.8 | -19.3 | -0.3

(list continues)
Screens in order: MITF primary, GPR151 ag, TEAD-YAP inh, FBW7 activator
c1ccc(CCNc2nccn3c(-c4ccoc4)cnc23)nc1
    -23.3, -3.2, 31.1, -0.4
CC(C)n1c(=O)n(CCN2CCCCC2)c2cccnc21
    3.7, -0.2, 6.6, 0.2
Cc1[nH]c(C)c(C(=O)O)c1CNC1CCCCC1C (stereo unspecified)
    6.7, 0.2, 6.7, 0.0
Cc1ccc(OCCCNC(C)(C)C)c(C)c1
    9.8, -0.3, 7.9, 0.1
CCCc1cnc2c(c1SCc1ccc(C)cc1)c(=O)n(C)c(=O)n2C
    -5.4, -0.8, -1.6, -0.1
Cc1ccc(CNc2nc(CN3CCCC(C)C3)nc3ccccc23)o1 (stereo unspecified)
    -1.9, -1.1, -5.5, -0.5
COCCNC(=O)N1CCN(c2nc3ccccc3n2Cc2ccccc2)CC1
    3.2, -0.8, -12.2, 0.0
O=[N+]([O-])c1cc(S(=O)(=O)N2CCOCC2)ccc1N1CCN(Cc2ccccc2)CC1
    -10.5, -2.0, 4.7, 0.5
Cc1ccc(CN2CCN(CC(=O)NCCC3=CCCCC3)C2=O)cc1
    -3.0, 0.3, 7.6, -0.1
COc1ccc(C2C(C(=O)Nc3cc(Cl)ccc3OC)c3ccccc3C(=O)N2C2CCCCC2)cc1 (stereo unspecified)
    5.6, -0.6, -3.4, -0.2
Cc1cc(N2CCCCC2)nc2ccc(NC(=O)CCC(=O)NCc3ccco3)cc12
    13.1, -0.7, -25.8, 0.5
NCCc1n[nH]c(Cc2ccccc2)n1
    4.9, -1.8, 2.7, 0.1
O=C(NC(=S)N1CCCc2ccccc21)c1ccc([N+](=O)[O-])cc1
    7.4, 1.4, 1.4, -0.1
C/C(=N\NC(=O)c1ccccc1O)c1c(O)cc(C)oc1=O
    5.2, 0.2, -21.2, -0.3
COC(=O)C1=C(N)OC2=C(C(=O)CC(C)(C)C2)C1c1cccs1 (stereo unspecified)
    7.4, -0.7, 1.5, 0.1
COC(=O)CC[C@H]1CN(Cc2cccc(C(F)(F)F)c2)CC[C@H]1N1CCOCC1
    5.9, 0.7, -6.3, 0.2
Cc1ccc2c(c1)nnn2C1CCN(CC(=O)Nc2ccc([N+](=O)[O-])cc2)CC1
    22.4, -0.3, 2.1, 0.0
Cc1cc(-c2ccccc2)nc2cc(C(=O)N3CCN(c4ccccc4)CC3)nn12
    10.8, 2.1, 9.2, 0.5
COc1ccccc1Cn1c(=S)[nH]c2cc(C(=O)N3CCOCC3)ccc2c1=O
    10.9, -0.1, -1.0, 0.0
CCCn1c(=O)c(C(=O)NCCNCC)c(O)c2ccccc21
    2.4, 1.3, 11.7, -0.2
Cc1ccccc1OCC(=O)Nc1ccccc1N1CCCC1
    17.3, 0.1, -0.8, 0.3
COc1cc(CNc2nc3ccccc3n2C)cc(OC)c1OC
    20.5, 1.0, 9.1, 0.1
Cn1cccc1/C=C(/C#N)c1cccc([N+](=O)[O-])c1
    -1.6, 0.2, 8.7, 0.0
CC(C)CC(=O)Nc1c2c(nn1-c1cccc(Cl)c1)CSC2
    -11.8, 1.3, 2.1, -0.1
COc1ccc(Cl)cc1NC(=O)CN1CCN(S(=O)(=O)c2ccccc2)CC1
    -0.5, -0.4, 10.9, -0.1
CNC(=S)N1CCC(C(=O)NC(c2ccccc2)c2ncccc2C)CC1 (stereo unspecified)
    0.0, 0.2, -8.3, -0.3

Outcome played no part in choosing rows; any-hit rate near 3.4%.
